rTrxR1 inhibitor: qHTS Assay for Inhibitors of Mammalian Selenoprotein Thioredoxin Reductase 1 (TrxR1): qHTS. Thioredoxin reductase 1, cytoplasmic (Rattus norvegicus), O89049. recombinant rTrxR1, NADPH fluorescence consumption, selenite substrate. Potency, µM (top dose mostly 114 µM), for the others: top-dose activity change, negative = inhibition, usual class: inhibitors. 1% of 390,000 active; note: % is set by controls: 0 for no effect and ±100 for the full control effect; nearly all actives have a fitted effect of over 65% in size
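Rat TrxR1 (90 nM in the dispensed reagent) was pre-reduced with 400 uM NADPH for 5 min at room temperature, then incubated with compound for 15 min. After 400 uM selenite was added, NADPH fluorescence (Ex 340/Em 450 nm) was followed for 8 min.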
TrxR1 substrate: qHTS Assay for Substrates of Mammalian Selenoprotein Thioredoxin Reductase 1 (TrxR1): qHTS. 0.01% of 390,000 active. Potency, µM (titrated, usually from 114 µM), for inactives: top-dose activity change, negative = substrate turnover. AID 588456, 2011. purified TrxR1 substrate turnover, NADPH consumption readout. Thioredoxin reductase 1, cytoplasmic (Rattus norvegicus), O89049; note: % is set by controls: 0 for no effect and ±100 for the full control effect; nearly all actives have a fitted effect of over 50% in size
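Rat TrxR1, dispensed at 90 nM, was prereduced with 400 uM NADPH (final) for 5 min at ~22 deg C, then incubated with compound 15 min before 400 uM selenite. A first-read NADPH fluorescence drop versus no-compound background flagged substrates.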
USP1-UAF1 inh: Inhibitors of USP1/UAF1: Primary Screen | recombinant USP1/UAF1, Ub-Rhodamine cleavage fluorescence | Potency, µM (doses to about 57.1 µM), for the others: at the top dose activity change, negative = inhibition, usual class: inhibitors | Ubiquitin carboxyl-terminal hydrolase 1 (Homo sapiens), O94782 | 0.23% of 390,000 active; note: % is set by controls: 0 for no effect and ±100 for the full control effect; nearly all actives have a fitted effect of over 60% in size; inactives centre near -12
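In this screen, compounds sit with the deubiquitinase complex (1nM) for 15 min at room temperature before Ub-Rho is added at 150nM final. Fluorescence rise is then followed for 6 reads every 60 seconds.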
IDH1 R132H inh: qHTS for Inhibitors of mutant isocitrate dehydrogenase 1 (IDH1): qHTS | Isocitrate dehydrogenase [NADP] cytoplasmic (Homo sapiens), O75874 | Potency, µM (doses to about 76.6 µM), without a hit: at the highest dose activity change, negative = inhibition, hits mostly inhibitors | IDH1-R132H enzyme, NADPH consumption, diaphorase/resazurin fluorescence | 0.093% of 390,000 active | AID 602179, 2012; note: % is set by controls: 0 for no effect and ±100 for the full control effect; nearly all actives have a fitted effect of over 65% in size
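IDH1-R132H (0.5 ug/mL) preincubated 30 min with compound, then NADPH (0.016 mM) and alpha-KG (2 mM) added; 80 min at RT, pH 7.5. Remaining NADPH coupled via diaphorase/resazurin to fluorescence (540/590 nm); concentration-response curves normalized to no-enzyme control.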
Vif-APOBEC3F blk: qHTS for Inhibitors of Vif-A3F Interactions: qHTS | HeLa A3F-eYFP + Vif (tagged APOBEC3F with the HIV-1 protein that degrades it), YFP fluorescence increase | Potency, µM (top dose mostly 46.1 µM), without a hit: at the highest dose activity, negative = active | 0.2% of 390,000 active | AID 602313, 2012; note: % of control where 0% means no effect; nearly all actives have a fitted effect of over 65% in size
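HeLa cells stably expressing Vif plus C-terminally eYFP-tagged A3F were seeded, incubated overnight at 37 deg C, dosed with compound, incubated overnight again at 37 deg C. Yellow fluorescence (Ex 488/Em 500-530) reported blocked Vif-mediated A3F-eYFP degradation.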
RXFP1 ag: qHTS Assay for Agonists of the Relaxin Receptor RXFP1; Potency, µM (series often up to 57.5 µM), without a hit: at the highest dose activation, actives largely listed as activators; 0.3% of 370,000 active; Relaxin receptor 1 (Homo sapiens), Q9HBX9; AID 2676, 2010; HEK293T-RXFP1 cAMP TR-FRET, 30 min; response scale: percent of porcine relaxin response, buffer zero; note: % is set by controls: 0 for no effect and ±100 for the full control effect; nearly all actives have a fitted effect of over 60% in size; many of its hits are not listed in these tables
Target sequence (Q9HBX9 whole entry, looked up): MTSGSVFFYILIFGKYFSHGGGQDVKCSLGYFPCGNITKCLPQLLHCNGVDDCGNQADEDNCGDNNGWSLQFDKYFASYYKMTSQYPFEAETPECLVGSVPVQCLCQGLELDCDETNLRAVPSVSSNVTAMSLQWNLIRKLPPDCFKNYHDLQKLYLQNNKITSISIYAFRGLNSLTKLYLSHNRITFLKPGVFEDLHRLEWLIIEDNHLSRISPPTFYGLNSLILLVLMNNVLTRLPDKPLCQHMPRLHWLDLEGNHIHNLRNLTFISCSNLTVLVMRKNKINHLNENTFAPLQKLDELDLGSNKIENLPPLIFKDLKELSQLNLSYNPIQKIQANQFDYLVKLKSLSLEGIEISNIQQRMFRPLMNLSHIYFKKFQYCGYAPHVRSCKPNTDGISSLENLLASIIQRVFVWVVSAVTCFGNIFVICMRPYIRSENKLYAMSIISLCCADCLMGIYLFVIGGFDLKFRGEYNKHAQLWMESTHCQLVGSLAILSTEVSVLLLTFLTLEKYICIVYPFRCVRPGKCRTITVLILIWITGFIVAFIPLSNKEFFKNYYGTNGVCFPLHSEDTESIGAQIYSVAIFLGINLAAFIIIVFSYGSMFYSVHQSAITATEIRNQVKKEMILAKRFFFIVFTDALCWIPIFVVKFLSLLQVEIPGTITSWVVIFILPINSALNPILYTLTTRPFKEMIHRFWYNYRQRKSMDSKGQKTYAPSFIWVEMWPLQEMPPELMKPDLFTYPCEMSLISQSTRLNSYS
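HEK293 cells stably expressing RXFP1, treated 30 min at 37C with compounds plus PDE4 inhibitor Ro 20174; cAMP measured by HTRF TR-FRET. Normalized to buffer and 29 nM porcine relaxin; EC50 by Hill fit.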
RGS4 inhibitor: Inhibitors of Regulator of G Protein Signaling (RGS) 4: qHTS. Potency, µM (top dose mostly 114 µM), inactives show top-dose activity change, negative = inhibition, most hits filed as inhibitors. 0.039% of 390,000 active. Transcreener GDP fluorescence polarization, RGS4-accelerated GTP hydrolysis; note: % is set by controls: 0 for no effect and ±100 for the full control effect; nearly all actives have a fitted effect of over 75% in size; some results filed as inactive show a strong effect at the top dose
Target sequence (P49798 whole entry, looked up): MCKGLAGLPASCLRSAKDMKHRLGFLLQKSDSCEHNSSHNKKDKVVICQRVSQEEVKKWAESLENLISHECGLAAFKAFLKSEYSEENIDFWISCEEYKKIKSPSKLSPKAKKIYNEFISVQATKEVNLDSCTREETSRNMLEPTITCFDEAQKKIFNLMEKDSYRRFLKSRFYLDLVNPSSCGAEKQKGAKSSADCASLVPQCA
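MLSMR compounds (23 nl, pin-transferred) preincubated 10 min at room temperature with a 500nM (2x) first reagent, then RGS4 at 900nM (2x) plus Transcreener GDP mix added; fluorescence polarization (620/688 nm) read before and after 90 min at 30 °C.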
Vif-A3G inh: qHTS for Inhibitors of Vif-A3G Interactions: qHTS. HeLa A3G-eYFP + Vif (tagged APOBEC3G with the HIV-1 protein that degrades it), YFP fluorescence, overnight. DNA dC->dU-editing enzyme APOBEC-3G (Homo sapiens), Q9HC16. Potency, µM (top dose mostly 46.1 µM), for inactives: top-dose activity, negative = active, hits mostly inhibitors. 0.076% of 410,000 active;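 note: % is set by controls: 0 for no effect and ±100 for the full control effect; nearly all actives have a fitted effect of over 60% in size; hits raise eYFP signal because A3G escapes Vif-driven loss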
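HeLa cells stably expressing Vif and C-terminally eYFP-tagged A3G, seeded overnight at 37 deg C, then exposed to compound by pintool overnight at 37 deg C. Rise in yellow fluorescence (Ex 488/Em 500-530, Acumen) marks blocked Vif-driven A3G degradation.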
ALOX12 inh: Primary qHTS assay for inhibitors of human arachidonate 12S-lipoxygenase (ALOX12): Round 2. Polyunsaturated fatty acid lipoxygenase ALOX12 (Homo sapiens), P18054. purified 12hLO, xylenol orange hydroperoxide absorbance. Potency, µM (titrated, usually from 108 µM), for the others: top-dose activity change, negative = inhibition, actives largely listed as inhibitors. 1.1% of 580,000 active; note: % is set by controls: 0 for no effect and ±100 for the full control effect
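Purified human 12hLO (150 nM final) in 25 mM Hepes, 0.01% Triton X-100, pH 7.0 was preincubated 15 min at room temperature with compound. Then 40 uM arachidonic acid was added, 30 min. Hydroperoxide was read by Fe-XO absorbance ratio 573/405 nm.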
* marks the source's active call; other numbers are inactive results; i = inactive; ? = inconclusive; . = not tested or not shown; & = joins results of further samples; [ ] = remark or other dose. Calls come from the whole dose curve; as a rule, active = well fitted curve in the direction sought with a large enough effect; inconclusive = small, poorly fitted or top-dose-only effect, or another doubt; inactive = no such curve, though single readings can be large; an effect the other way counts as inactive or inconclusive. Potency is the fitted concentration of half-maximal effect.

SMILES	rTrxR1 inhibitor	TrxR1 substrate	USP1-UAF1 inh	IDH1 R132H inh	Vif-APOBEC3F blk	RXFP1 ag	RGS4 inhibitor	Vif-A3G inh	ALOX12 inh
COc1cccc(C(=O)Nn2cnnc2)c1OC	16%	-1%	-19%	-1%	-3%	-1.2%	-8%	3%	3%
CCn1c2ccccc2c2cc(CNCc3ccc(OC)cc3OC)ccc21	5%	-3%	-18%	9%	2%	-0.1%	-16%	1%	?
O=C1CC(SC(=NCc2ccc3c(c2)OCO3)Nc2ccccc2)C(=O)N1c1ccccc1 (stereo not given)	-1%	-8%	-23%	14%	7%	-2.8%	-25%	1%	187%[activator]
CCN(c1ccccc1)S(=O)(=O)c1ccc(Cl)c(NC(=O)CNCc2ccccc2OC)c1	7%	-8%	-6%	-3%	-15%	.	-4%	0%	-30%
COc1cc(C=O)c(Cl)cc1OCC(N)=O	5%	5%	-18%	-10%	4%	0.7%	-12%	-8%	5%
O=[N+]([O-])c1cccc(-c2noc3c2-c2nc(Cc4cccc5ccccc45)sc2CC3)c1	2%	-4%	16%	-4%	-8%	0.4%	-30%	1%	-2%
CC(C)(C)c1ccccc1NC(=S)NC1CCCC1	6%	1%	-16%	-1%	-14%	3.1%	27%	0%	?
COC(=O)CNC(=O)CNC(=O)c1nn(-c2ccc(OC)c(Cl)c2)c(=O)c2ccccc12	-9%	-10%	0%	-3%	0%	-3.4%	2%	0%	0%
COc1cc(NC(=O)CCNS(=O)(=O)c2ccc3c(c2)CCC(=O)N3)cc(OC)c1	25%	14%	-5%	5%	-6%	0.3%	-15%	2%	-5%
Cc1coc2cc3oc(=O)c(Cc4ccccc4)c(C)c3cc12	-7%	0%	-7%	1%	9%	3.0%	2%	1%	-25%
COc1ccc(N(C(=O)COc2ccccc2OC)S(=O)(=O)c2ccc(Cl)cc2)cc1	4%	-4%	2%	4%	-1%	1.0%	-2%	-4%	-28%
CC(C)Nc1nc(Cl)nc(N(C#N)CN2C(=O)c3ccccc3C2=O)n1	0%[57.1 µM]	10%[57.1 µM]	-3%	3%	-1%	3.4%	-48%	-14%	?
O=C(O)c1ccc(S(=O)(=O)Nc2ccc(F)c(Cl)c2)cc1	9%[57.1 µM]	-7%	-4%	0%	-6%	1.0%	-1%	0%	?
CCc1cccc(NC(=O)c2ccc(CNS(=O)(=O)c3ccc4c(c3)C(C)(C)C(=O)N4C)cc2)c1	20%	8%	-10%	2%	-1%	0.9%	-11%	-4%	0%
COCCCN1C(=O)c2[nH]nc(-c3ccccc3O)c2C1c1ccc(OC)cc1 (stereo not given)	7%	0%	-18%	-1%	-5%	1.2%	4%	-6%	?

Single records (already shown). Screens in order: rTrxR1 inhibitor	TrxR1 substrate	USP1-UAF1 inh	IDH1 R132H inh	Vif-APOBEC3F blk	RXFP1 ag	RGS4 inhibitor	Vif-A3G inh	ALOX12 inh
Entry for COc1cc(NC(=O)CCNS(=O)(=O)c2ccc3c(c2)CCC(=O)N3)cc(OC)c1 → 25%	14%	-5%	5%	-6%	0.3%	-15%	2%	-5%
Entry for CC(C)(C)c1ccccc1NC(=S)NC1CCCC1 → 6%	1%	-16%	-1%	-14%	3.1%	27%	0%	?
Entry for COc1cc(C=O)c(Cl)cc1OCC(N)=O → 5%	5%	-18%	-10%	4%	0.7%	-12%	-8%	5%
Entry for CCN(c1ccccc1)S(=O)(=O)c1ccc(Cl)c(NC(=O)CNCc2ccccc2OC)c1 → 7%	-8%	-6%	-3%	-15%	.	-4%	0%	-30%

Continuation:
SMILES	rTrxR1 inhibitor	TrxR1 substrate	USP1-UAF1 inh	IDH1 R132H inh	Vif-APOBEC3F blk	RXFP1 ag	RGS4 inhibitor	Vif-A3G inh	ALOX12 inh
CCOc1ccc(NC(=O)CSc2oc(-c3ccco3)nc2S(=O)(=O)c2ccc(C)cc2)cc1	11%	1%[2.29 µM]	-13%	3%	-7%	-0.1%	-22%	-4%	?
COc1ccc(OC)c(S(=O)(=O)NCCCN2CCOCC2)c1	17%	4%	-22%	9%	3%	.	-10%	-3%	?
Cc1cc(/C=N/NC(=O)C(O)(c2ccccc2)c2ccccc2)c(C)n1-c1cccc(C(=O)O)c1	?	1%	-30%	3%	-14%	1.9%	-11%	-6%	?
COc1ccc(Cl)cc1-c1nc(SCC(=O)NCCN2C(=O)CSC2=O)n[nH]1	15%[57.1 µM]	13%[57.1 µM]	2%	10%	3%	-1.0%	3%	0%	-12%
O=C(CSc1nnc(-c2ccco2)o1)NC(=O)Cc1ccccc1	?	-4%	5%	-5%	-1%	6.8%	19%	-1%	?
Cc1ccc(NC(=O)C2CC(=O)Nc3ncnn32)cc1Cl (stereo not given)	18%	1%	-5%	-6%	-14%	5.0%	25%[11.4 µM]	-1%	10%
Cc1nc(C)c(C(=O)OCC(=O)N2CCN(c3ccccc3)CC2)s1	5%	5%	-12%	11%	1%	4.6%	-13%	3%	?
CSCC[C@H](NC(=O)N1CCn2c1nc1ccccc12)C(=O)NCc1ccc2c(c1)OCO2	27%	5%	-23%	4%	-11%	-0.2%	2%[56.9 µM]	1%	0%
Cc1ccc(C)c(OCCC(=O)Nc2ccc3c(c2)OCO3)c1	11%	4%	-12%	0%	-10%	2.0%	5%	-3%	176%[activator]
CCCSc1nnc(C(C)C)n1N	12%[57.1 µM]	11%[57.1 µM]	-20%	4%	-1%	0.6%	4%	1%	-8%
Cc1c(C(=O)Nc2cnccn2)oc2ccccc12	4%	-9%	-10%	12%	-3%	1.6%	-35%	?	18%
COc1cccc(CN2CCN(S(=O)(=O)c3ccc(NC(C)=O)cc3)CC2)c1OC	25%[57.1 µM]	10%[57.1 µM]	-16%	0%	7%	0.5%	7%	-1%	?
CC(=O)c1c(C)n(-c2cccc(C)c2)c2ccc(OC(=O)COc3ccccc3)cc12	9%	-2%	-26%	-2%	-4%	0.5%	1%	1%	-23%
CC(C)CCOc1ccccc1Cn1c(=O)sc2ccccc21	11%	4%	-18%	0%	2%	-1.8%	-10%	0%	-16%
Cc1ccc(S(=O)(=O)c2c(C)cc(C)nc2N2CCOCC2)cc1	14%[57.1 µM]	-6%[57.1 µM]	-11%	11%	15%	1.5%	-16%	0%	-20%
CC(=O)c1c(Cl)nc2cccc3c2c1-c1ccccc1C3=O	23%	4%	-14%	13%	0%	1.8%	2%	-5%	0%
CC1CCCC(NC(=S)NC(=O)c2cncc(Br)c2)C1C (stereo not given)	-3%	-1%	-9%	0%	1%	-0.1%	3%	0%	?
COc1ccc(CN(C(=O)c2ccccc2F)C2CCS(=O)(=O)C2)cc1 (stereo not given)	5%	1%	-1%	-11%	1%	0.4%	18%	-2%	-16%
O=C(Cc1ccc(NC(=O)C2CCCN(C(=O)C3CCCCC3)C2)cc1)Nc1ccc(C(=O)N2CCOCC2)cc1 (stereo not given)	8%	2%	-24%	0%[38.3 µM]	5%	.	-7%	-1%	-1%
CCCCCc1nnc(N)s1	24%	9%	-5%	7%	-3%	0.3%	19%	-2%	10%
CNC(=O)C1CCC(Cn2c(=O)c3sccc3n(CC(=O)N3CCCCC3C)c2=O)CC1 (stereo not given)	4%[57.1 µM]	3%[57.1 µM]	9%	16%	12%	0.4%	-21%	3%	-2%
O=C(Nc1cccnc1)c1sc2cccc(F)c2c1Cl	27%[57.1 µM]	11%[57.1 µM]	-20%	4%	-3%	5.6%	10%	3%	1%
CC/C(=N\NC(=O)Cc1ccc(Br)cc1)c1cccs1	26%	-1%	-13%	-9%	5%	4.9%	2%	-5%	i
O=C(NC1CCCCC1)[C@H](O)[C@@H](O)C(=O)NC1CCCCC1	-3%	1%	1%	6%	1%	1.4%	-4%	-2%	16%
O=C(c1ccc(CNS(=O)(=O)c2ccc(Br)cc2)cc1)N1CCCCC1	18%	2%	-23%	9%	2%	-0.2%	-12%	0%	-7%
CC1(C)CC(=O)C2=C(C1)NC(Nc1nc3ccccc3o1)=NC2c1cccc(F)c1 (stereo not given)	9%	6%	.	.	.	.	-7%	0%	.
CN(C)CCNC(=O)Nc1ccc([N+](=O)[O-])cc1	19%	-1%	-14%	0%	5%	-1.7%	11%	5%	9%
Cn1nc(C(=O)NCc2ccccc2Cl)c2c1-c1ccccc1SC2	8%	2%	-18%	0%	1%	0.7%	19%	-2%	29%&38%
CCN(CC(=O)Nc1ccc(NC(C)=O)cc1)C(=O)c1n[nH]c(=O)c2ccccc12	14%[57.1 µM]	8%[57.1 µM]	-23%	-3%	0%	8.6%	3%	0%	0%
COc1ccc(NC(=O)COc2cccc3c2OC(C)(C)C3)cc1OC	11%	2%	-25%	-7%	-3%	2.3%	11%	3%	2%

This is a subset. The share of hits here may be higher or lower than overall.
